GlmU inhibition: inhibition of mycobacterial GlmU enzyme – biochemical, glucosamine-1-phosphate acetyltransferase (AID 1376) | M. tuberculosis GlmU acetyltransferase enzyme assay; higher % means a stronger effect | inhibition, %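 (tested at 30 µM in the primary screen)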; hits with a dose series show IC50 in µM | 220,000 tested, 0.25% active; in the data active means inhibition above about 13%;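 further: 0% = complete reaction with vehicle and 100% = reaction without substrate; strong numbers were not always called active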
RmlCD inh 1536: blocks M. tuberculosis RmlC and RmlD coupled enzymes. inhibition, % at 3.6 µM. RmlC+RmlD coupled enzyme assay, percent inhibition; primary screen in compound mixtures. 160,000 tested, 0.03% active. P9WH09+P9WH11; in the data active means inhibition mostly above about 34%, no sharp cut-off; further: some results filed as inactive read as strong as hits
Target sequence (P9WH09 whole entry, looked up): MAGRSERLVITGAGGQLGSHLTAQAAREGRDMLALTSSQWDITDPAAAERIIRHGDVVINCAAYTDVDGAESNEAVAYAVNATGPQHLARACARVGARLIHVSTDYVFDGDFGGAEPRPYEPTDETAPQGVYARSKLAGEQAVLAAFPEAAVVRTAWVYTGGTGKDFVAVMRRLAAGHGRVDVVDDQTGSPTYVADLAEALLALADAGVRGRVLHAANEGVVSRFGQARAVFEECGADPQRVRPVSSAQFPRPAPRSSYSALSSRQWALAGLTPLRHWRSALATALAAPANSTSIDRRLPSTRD
Target sequence (P9WH11 whole entry, looked up): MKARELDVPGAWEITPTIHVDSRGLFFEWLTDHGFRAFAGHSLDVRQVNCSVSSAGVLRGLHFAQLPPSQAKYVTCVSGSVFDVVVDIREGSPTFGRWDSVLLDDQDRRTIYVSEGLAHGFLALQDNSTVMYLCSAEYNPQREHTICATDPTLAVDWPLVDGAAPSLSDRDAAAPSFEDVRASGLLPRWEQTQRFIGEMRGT
An asterisk follows results filed as active; x = not tested or not shown. This is a subset (hit frequency here may not be typical).

SMILES | GlmU inhibition | RmlCD inh 1536
CSc1nc(N2CCOCC2)c2c3c(sc2n1)CCC3 | -2.2% | -3
COc1ccc(NS(=O)(=O)c2cc(NC(=O)CNC(=O)c3cccc(OC)c3)ccc2C)cc1 | 1.1% | 3
C=CCNC(=O)c1ccc(Cl)cc1Cl | -4.6% | x
CN(CCCC(=O)Nc1nccs1)S(=O)(=O)c1ccc(Cl)cc1 | -8.3% | x
CC(C)CC12CN3CCN(CC(C3)/C1=N/O)C2 | 0.6% | x
Cc1ccccc1NC(=O)C1(NC(=O)c2cccc(N3C(=O)CSC3c3ccccc3)c2)CCCCC1 (configuration not stated) | -2.9% | 6
COC(=O)[C@@H]1CCCN1Cc1c(C(=O)N2CCCCC2)nc2c(C)cccn12 | 6.8% | -1
COCc1c(Br)c(C)nc(OCC(=O)N/N=C/c2ccc(C)o2)c1C#N | -1.3% | x
CC(NCC(c1ccco1)N1CCCCC1)C(=O)NC1CCCC1 (configuration not stated) | -5.1% | -4
Cc1nc(SC(C)C)[nH]c(=O)c1Cc1ccccc1 | -1.8% | x
CN(C(=O)c1ccc2c(=O)n3c(nc2c1)CCCCC3)c1ccccc1Cl | -2.6% | -3
COc1ccc2nccc(/C=C/c3ccnc4ccc(OC)cc34)c2c1 | 0.7% | x
CC(=O)NC(=S)Nc1cccc(S(=O)(=O)NC2=NCCC2)c1 | -2.6% | -13
COc1cc(-c2nc3cnccn3c2Nc2ccc3c(c2)OCCO3)ccc1O | -1.1% | 8
Cc1nc(S(=O)(=O)Nc2ccc3c(c2)OCCO3)cn1C | 2.8% | 8
O=C(N/N=C\c1ccco1)Nc1cccc(Cl)c1 | -5.8% | -1
O=C(CN1C(=O)c2ccccc2C1=O)Nc1sc2c(c1C(=O)NCC1CCCO1)CCC2 (configuration not stated) | 0.4% | x
Cn1cccc1/C=N/NC(=O)CNc1ccc2ccccc2c1 | -4.6% | -16
COc1ccccc1N1CCN(C(=O)CCCC2=NS(=O)(=O)c3ccccc3N2)CC1 | x | -7
CC(C)(C)C(=O)O/N=C(\N)Cc1ccc(-c2csnn2)cc1 | -0.2% | -9
COc1ccccc1-c1nc(-c2cccc(C)c2)no1 | -5.3% | -4
CC(C)(C)NC(=O)/C(=C/c1ccco1)c1ccccc1 | 3.1% | 8
CCOC(=O)c1cc(S(=O)(=O)NC2CCN(C(=O)OCC)CC2)cn1C | 2.9% | -10
CCN(CCN(C)C)C(=O)Cn1ncc2c1-c1cc(C)ccc1OC2 | 2.5% | 5
Cn1c(=O)c(C(=O)Nc2ncccn2)c(O)c2ccccc21 | -6.5% | 15
COc1ccc(C(=O)Nc2ccc(Cl)c(Cl)c2)c(OC)n1 | -5.0% | x
CCc1cccc(CC)c1N(COC)C(=O)Cn1c(C(C)O)nc2ccccc21 (configuration not stated) | 3.5% | x
O=C(NCCCN1CCCC1=O)c1cccnc1 | 1.4% | x
O=C(O)CSc1nnc(Cc2ccccc2)n1Cc1ccccc1 | -0.1% | 4
CCCN1C(=O)c2cccc3c(N4CCCCC4)ccc(c23)C1=O | -3.6% | 9
CS(=O)(=O)N(CC(=O)N1CCC(C(N)=O)CC1)c1ccc(Cl)c(C(F)(F)F)c1 | -3.5% | x
Cn1c(=O)cc(OCCCC(=O)Nc2cccnc2)c2ccccc21 | 2.5% | -8
Cc1ccc(NC(=O)c2cc(S(=O)(=O)N3CCC4(CC3)OCCO4)ccc2F)cc1 | 3.2% | -9
COCCCNC(=O)c1ccccc1SC | 5.7% | x
Cc1nn(-c2ccccc2)c2sc(C(=O)NC3CC3)cc12 | x | -4
COc1ccc(CCNC(=S)Nc2ccccc2)cc1 | 4.2% | x

Entries of single compounds from above.
Profile of Cc1nn(-c2ccccc2)c2sc(C(=O)NC3CC3)cc12 = GlmU inhibition: x; RmlCD inh 1536: -4
Profile of CCc1cccc(CC)c1N(COC)C(=O)Cn1c(C(C)O)nc2ccccc21 (configuration not stated) = GlmU inhibition: 3.5%; RmlCD inh 1536: x

Next part:
SMILES | GlmU inhibition | RmlCD inh 1536
O=S(=O)(Nc1cc2nc3ccccc3nc2n1Cc1ccccc1)c1ccc(Cl)cc1 | 9.9% | x
Clc1cccc2sc(-c3nnc(-c4ccccc4)o3)c(Cl)c12 | 1.1% | x
COc1cc2c(cc1NC(=S)Nc1cccc3ccccc13)oc1ccccc12 | -5.6% | -4
O=C(CN1C(=O)C2C3C=CC(C3)C2C1=O)Nc1ccc(F)cc1 (configuration not stated) | -2.4% | -4
CCc1c(O)nc(SCC(=O)Nc2ccccc2)n(C(C)CC)c1=O (configuration not stated) | 3.4% | 8
O=C1NC[C@@H](Cc2ccc(O)cc2)N(CCc2cccc(F)c2)C1=O | 8.8% | x
O=c1c2ccccc2cnn1Cc1n[nH]c(=S)n1-c1cc(Cl)cc(Cl)c1 | 0.6% | -8
Cc1nnc(SCc2cccs2)[nH]c1=O | -2.6% | x
Cc1c(C#N)c2ncn(CCCN(C)C)c(=O)c2n1-c1ccccc1 | -4.0% | x
CCN1C(=O)c2cccc3c(S(=O)(=O)Nc4ncccc4C)ccc1c23 | -5.5% | -7
CCN1CC2(COC(=O)c3ccccc3N)CCC(OC)C34C5CC6C(OC)CC(O)(C5C6OC)C(O)(C(OC)C23)C14 (configuration not stated) | -3.0% | 4
CCN(CC)S(=O)(=O)c1ccc(N2CCOCC2)c(NC(=O)c2cnccn2)c1 | -2.2% | 4
COc1ccc(NC(=S)Nc2ccccc2OC)c(OC)c1 | 0.2% | 2
ClCC1CN(Cc2ccccc2Cl)CCO1 (configuration not stated) | -0.6% | x
Cc1coc2cc3oc(=O)c(Cc4ccccc4)c(C)c3cc12 | -3.4% | 4
CC1CN(CCOc2ccccc2-c2ccccc2)CC(C)O1 (configuration not stated) | -2.2% | x
CCN(CC)S(=O)(=O)c1ccc(Cl)c(NC(=O)c2ccc(C#N)cc2)c1 | 2.2% | 1
NC(=O)Cc1nc(-c2ccccc2)cs1 | 4.3% | 4
Cc1cccc(C)c1NC(=S)NN1CCN(C)CC1 | 3.4% | 10
CC1CCCCN1c1nc(-c2ccncc2)nc2ccccc12 (configuration not stated) | 1.1% | 8
CCCOC(=O)/C(=C\C=C\c1ccccc1)NC(=O)c1ccccc1 | 1.6% | 10
COc1cc2c(cc1OC)CN(Cc1cccs1)CC2 | -1.5% | 3
O=C(NCc1cccnc1)C(=O)NCC1OCCN1S(=O)(=O)c1ccccc1 (configuration not stated) | -4.8% | x
CCN(CC)S(=O)(=O)c1ccc(O)c(C(=O)OCC(=O)Nc2cc(C)c(C)cc2[N+](=O)[O-])c1 | 3.6% | 18

In a second layout: results already given.
| SMILES | GlmU inhibition | RmlCD inh 1536 |
| --- | --- | --- |
| Cc1coc2cc3oc(=O)c(Cc4ccccc4)c(C)c3cc12 | -3.4% | 4 |
| CC1CN(CCOc2ccccc2-c2ccccc2)CC(C)O1 (configuration not stated) | -2.2% | x |

Later entries.
SMILES | GlmU inhibition | RmlCD inh 1536
CCOCC(=O)Nc1c(C(=O)Nc2ccc(OC)cc2OC)oc2ccccc12 | 5.5% | 5
CC1(C)CC(NC(=O)CC2CCCCC2)CC(C)(C)N1 | 1.6% | 9
O=C1c2ccccc2C(=O)N1CC(=O)N1c2ccccc2Sc2ccccc21 | -6.1% | x
Cc1cc2nc(Cl)c(Cl)nc2cc1C | 1.2% | 6
COc1ccc(N=Nc2ccc(N)nc2N)cc1 | 0.2% | x
CSCCCNC(=S)N1CCN(S(=O)(=O)c2cccc(C(F)(F)F)c2)CC1 | 4.1% | 7
Cc1cc(C(=O)COC(=O)c2ccc[nH]c2=O)c(C)n1CCc1ccc(F)cc1 | -7.1% | 11
CC1=C(C(=O)OC(C)C)C(c2cccs2)C(C(=O)OC(C)C)=C(C)N1 | -1.9% | -10
Cc1ccccc1C(=O)NC(=S)NCCC1=CCCCC1 | -5.3% | x
CCN1CCN(C(=O)CCCn2c(C)c3cnn(-c4ccccc4)c(=O)c3c2C)CC1 | 5.6% | x
COCCNC(=O)CN(c1cccc(OC)c1)S(=O)(=O)c1ccc(C)cc1 | 3.3% | -5
O=c1[nH]nc(SCc2nnc(-c3ccc([N+](=O)[O-])cc3)o2)n1C1CCCCC1 | 1.3% | -8
O=C(Nc1ccc(F)cc1F)c1ccc(-n2cncn2)nc1 | 3.9% | -4
Cc1ccc(N2C(=O)C(CN3CCOCC3)C2c2ccccc2)cc1 (configuration not stated) | -3.5% | 8
O=C(N/N=C/c1ccc(OC(F)F)cc1)c1cccc(S(=O)(=O)N2CCOCC2)c1 | -4.6% | -3
O=C(O)CCCC(=O)Nc1ccccc1C(=O)O | -2.1% | x
CCC1SC(CC)C(=O)N(CC(=O)NC2CCCCC2)C1=O (configuration not stated) | -4.5% | -5
O=c1[nH]c2cc3c(cc2cc1C(c1nnnn1CC1CCCO1)N1CCCCCC1)OCO3 (configuration not stated) | -1.4% | 21
CC(=O)N(c1ccccc1)C(C)c1nc(C#N)c(C#N)nc1C (configuration not stated) | -6.8% | -12
O=C(CCc1nc(-c2ccccc2F)no1)Nc1ccc(Oc2ccccc2)cc1 | -1.9% | -7
CN(C)CCNc1ccc(Cl)cc1[N+](=O)[O-] | 2.3% | -7
CC(CCc1ccccc1)NC(=O)CN1CCOc2ccccc21 (configuration not stated) | 1.2% | x
COc1ccccc1NC(=O)C1CCCCN1S(=O)(=O)c1ccc(F)cc1 (configuration not stated) | 3.4% | 3
COc1ccc(S(=O)(=O)c2ccc(O)cc2)cc1 | 0.0% | x
COc1ccc(-c2c(C#N)c(N)n(N)c(=O)c2C#N)cc1Cl | -5.9% | x
O=C(COC(=O)CCN1C(=O)c2cccc([N+](=O)[O-])c2C1=O)NC1CCS(=O)(=O)C1 (configuration not stated) | -3.1% | 6
O=C(O)CCC(=O)Nc1ccc(/C=C/C(=O)C2CC2)cc1 | -2.3% | -15
O=C(CSc1cccc[n+]1[O-])c1ccc(Cl)s1 | -2.8% | x
Cc1ccc2nc(NC(=O)COC(=O)c3ccccn3)sc2c1 | -3.6% | -2
COC(=O)c1ccccc1NC(=O)c1ccccc1NS(C)(=O)=O | 1.9% | x
CCn1ccnc1CN1CCN(CC=C(C)C)C(CCO)C1 (configuration not stated) | -1.3% | x
CCNC(=O)COC(=O)c1cc(S(=O)(=O)N2CCCCC2)ccc1C | 3.3% | x
CCN(CC)S(=O)(=O)c1ccc2c(c1)c(=O)c(C(=O)NCCCN(C)c1ccccc1)cn2C | 2.1% | -1
O=C(CCCCCCCCCCC(=O)NCc1cccnc1)NCc1cccnc1 | -3.0% | x
CNC(=O)COC(=O)c1cc(-c2ccccc2)nn1-c1ccccc1 | -1.1% | -9
Cc1cccc(C)c1N1C(=O)c2ccccc2C1=O | -0.5% | 16
O=C(Nc1nc2c(Cl)ccc(Cl)c2s1)c1ccco1 | 5.7% | -6
CCn1c(SCC(=O)Nc2cccc(NC(=O)c3cccs3)c2)nnc1-c1ccncc1 | 0.0% | -4
Cc1ccc(S(=O)(=O)N(CC(=O)N2CCC(C)CC2)c2ccccc2)cc1 | 8.2% | -2
O=C(CSc1nc2cc(Cl)ccc2s1)NC(=O)NCc1ccco1 | 3.9% | x
CC1CCCCC1NC(=O)c1ccc(CNc2c(N3CCCC3)c(=O)c2=O)cc1 (configuration not stated) | -0.9% | -12
COc1ccc2c(c1)SCC(=O)N2C | 1.1% | x
Cc1ccccc1-c1nnc(SCC(=O)N(CC(C)C)c2c(N)n(CC(C)C)c(=O)[nH]c2=O)n1C | -2.1% | -11
C#CCOCCOCCOCCNc1nc(N2CCOCC2)nc(N2CCN(C(=O)[C@H](CCCCN)n3cc([C@@H](N)CO)nn3)CC2)n1 | -2.4% | x
O=C(CN1CCOCC1)Nc1ccc(S(=O)(=O)N2CCCCCC2)cc1 | -0.5% | x
O=C1C2C3C=CC(C3)C2C(=O)N1c1ccc(-c2nc3ccccc3c(=O)o2)cc1 (configuration not stated) | -3.0% | 2
CC(C)[C@H](NC(=O)NCc1ccco1)C(=O)O | 1.6% | 13
Cn1cc(Cl)c(C(=O)N(Cc2ccccc2)c2ccccn2)n1 | 5.8% | x

Laid out differently: four of the compounds above.
Each structure is followed by: GlmU inhibition	RmlCD inh 1536
- Cc1ccc(S(=O)(=O)N(CC(=O)N2CCC(C)CC2)c2ccccc2)cc1
→ 8.2%	-2
- CC(C)[C@H](NC(=O)NCc1ccco1)C(=O)O
→ 1.6%	13
- COc1ccc2c(c1)SCC(=O)N2C
→ 1.1%	x
- O=C(CSc1nc2cc(Cl)ccc2s1)NC(=O)NCc1ccco1
→ 3.9%	x

Going on with the list.
SMILES | GlmU inhibition | RmlCD inh 1536
Cc1ccc(C(=O)Cn2nc(C(=O)O)c3ccccc3c2=O)cc1C | 4.6% | -8
COC(=O)c1cc(S(=O)(=O)Nc2cc(S(=O)(=O)N(C)C)ccc2C)oc1C | 5.7% | 4
C=CCNC(=S)NNC(=O)c1cccc2ccccc12 | -5.0% | x
Cc1nc(SCc2cccc(C(=O)O)c2)nc2c1CCCC2 | -1.7% | x
O=C(O)CCCC(=O)NNc1ncnc2ccccc12 | -1.8% | x
COc1cc(CCC(=O)OCC(=O)Nc2ccccc2C#N)cc(OC)c1OC | 7.6% | -9

Screens from PubChem BioAssay.
